AmpC inh no detg: qHTS Inhibitors of AmpC Beta-Lactamase (assay without detergent). 330,000 tested, 0.52% active. Potency, µM (highest dose often 57.1 µM), for the others: at the top dose activity change, negative = inhibition, most hits filed as inhibitors. AmpC nitrocefin hydrolysis, absorbance 480 nm, 0.0001% Triton;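 note: potency is the fitted concentration of half-maximal effect; plate controls were no compound for no effect and no enzyme for full effect; nearly all actives have a fitted effect of over 20% in size; some results filed as inactive show a strong effect at the top dose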
Target sequence (P00811 whole entry, looked up): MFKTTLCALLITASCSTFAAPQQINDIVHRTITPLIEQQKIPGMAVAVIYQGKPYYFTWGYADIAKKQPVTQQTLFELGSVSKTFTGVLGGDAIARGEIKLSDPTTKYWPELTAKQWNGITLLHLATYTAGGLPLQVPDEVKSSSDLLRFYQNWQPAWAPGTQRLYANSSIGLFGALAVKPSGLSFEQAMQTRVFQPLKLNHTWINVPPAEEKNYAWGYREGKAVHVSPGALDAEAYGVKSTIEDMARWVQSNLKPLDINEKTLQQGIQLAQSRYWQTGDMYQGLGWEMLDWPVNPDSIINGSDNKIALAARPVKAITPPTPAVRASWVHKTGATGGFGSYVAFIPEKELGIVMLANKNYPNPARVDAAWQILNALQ
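AmpC (5.3 nM in the dispensed reagent) in 20 mM phosphate pH 7.0 with 0.01% (detergent screen) or 0.0001% Triton X-100 was preincubated with compounds for 15 min at room temperature. Nitrocefin was then added from an 800 uM solution, and hydrolysis was followed at 480 nm.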
HCV inhibitor: qHTS Assay for Inhibitors of Hepatitis C Virus (HCV) | Potency, µM (series often up to 41.8 µM), for the others: at the highest dose activity change, negative = inhibition, actives largely listed as inhibitors | Huh7.5.1 HCVcc-Cre infection, luciferase reporter, 44 h | AID 651820, 2012 | 340,000 tested, 3.4% active; note: potency is the fitted concentration of half-maximal effect
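A cell-based infection assay in which seeded cells (1,000 per well) receive test compound after 4 h, are inoculated with HCVcc-Cre at approximately 0.5 moi, and are incubated 44 h before luminescence detection.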
AmpC detergent: qHTS Inhibitors of AmpC Beta-Lactamase (assay with detergent). Potency, µM (doses to about 114 µM), without a hit: top-dose activity change, negative = inhibition, hits mostly inhibitors. 370,000 tested, 0.041% active. AmpC hydrolysis of nitrocefin, absorbance 480 nm, 0.01% Triton;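 note: potency is the fitted concentration of half-maximal effect; 0% = no-compound wells and -100% = no-enzyme wells; nearly all actives have a fitted effect of over 25% in size; some results filed as inactive show a strong effect at the top dose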
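AmpC (5.3 nM in the dispensed reagent) in 20 mM phosphate pH 7.0 with 0.01% (detergent screen) or 0.0001% Triton X-100 was preincubated with compounds for 15 min at room temperature. Nitrocefin was then added from an 800 uM solution, and hydrolysis was followed at 480 nm.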
Giardia FBPA inh: qHTS Assay for Inhibitors of Fructose-1,6-bisphosphate Aldolase from Giardia Lamblia | Potency, µM (series often up to 59.6 µM), inactives show at the top dose activity, negative = inhibition, actives largely listed as inhibitors | 290,000 tested, 0.71% active | purified Giardia FBPA | AID 2451, 2010; note: potency is the fitted concentration of half-maximal effect; nearly all actives have a fitted effect of over 55% in size
Target sequence (A8B2U2 whole entry, looked up): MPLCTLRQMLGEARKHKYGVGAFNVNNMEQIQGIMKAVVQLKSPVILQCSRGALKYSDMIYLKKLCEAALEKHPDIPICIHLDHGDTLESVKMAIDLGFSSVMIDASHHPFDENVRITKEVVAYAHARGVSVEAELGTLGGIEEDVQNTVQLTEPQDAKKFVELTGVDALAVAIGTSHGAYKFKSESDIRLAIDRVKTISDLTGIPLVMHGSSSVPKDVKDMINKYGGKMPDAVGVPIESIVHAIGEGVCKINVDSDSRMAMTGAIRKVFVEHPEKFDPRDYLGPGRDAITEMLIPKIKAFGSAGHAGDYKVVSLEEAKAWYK
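Giardia FBPA (40 nM reagent) was preincubated 10 min at RT with compound (up to 57.5 uM final), then substrate plus GAPDH/TPI/NAD/arsenate coupling system with diaphorase/resazurin was added; resorufin fluorescence (525/598 nm) was read after 20 min.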
Sm TGR block: qHTS Assay for the Inhibitors of Schistosoma Mansoni Peroxiredoxins | purified TGR, DTNB reduction, TNB absorbance 405 nm | AID 485364, 2010 | Schistosoma mansoni thioredoxin glutathione reductase (TGR), Q962Y6 | 360,000 tested, 3% active | Potency, µM (doses to about 114 µM), for inactives: at the highest dose activity change, negative = inhibition, hits mostly inhibitors; note: potency is the fitted concentration of half-maximal effect; nearly all actives have a fitted effect of over 60% in size
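Kinetic colorimetric format: TGR-catalysed, NADPH-driven DTNB reduction monitored via TNB absorbance. Enzyme dispensed at 20 nM; compound exposure 15 min at room temperature before reaction start.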
HCMV inh: qHTS Assay for inhibitors of the human cytomegalovirus (HCMV). HFF cells, HCMV-luciferase reporter, 72 h; stronger effect = lower value. activity change, negative = inhibition, % at 57.5 µM. 410,000 tested, 4.5% active; in the data active = activity change below about -60%; inconclusive = no clear call, values can overlap the other calls; inactive = above about -39%
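Cell-based, HFFs, 1000 cells/well, 16 h 37C; cpds in DMSO + HCMV-luc, MOI 1 PFU/cell; 72 h 37C; OneGlo luminescence after 5 min RT; norm. to buffer vs Salinomycin 10uM.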
Numbers without * were called inactive; ? = inconclusive; / = no result given; & = joins results of further samples; ! = repeats disagree; [ ] = another dose, or the depositor's remark. Unless noted, calls come from the whole dose curve; as a rule, active = well fitted curve in the direction sought with a large enough effect; inconclusive = small, poorly fitted or top-dose-only effect, or another doubt; inactive = no such curve, though single readings can be large; an effect the other way counts as inactive or inconclusive. Unless noted, % is set by controls: 0 for no effect and ±100 for the full control effect.

Screens in order: AmpC inh no detg, HCV inhibitor, AmpC detergent, Giardia FBPA inh, Sm TGR block, HCMV inh
#1 O=C(O)c1ccccc1C(=O)OCCc1cc2ccccc2c(=O)o1
 : -16%, 11%, 4%, /, -13%, 3
#2 CC(CNC(=O)Cn1ncc2c3ccccc3n(Cc3cccc(Cl)c3)c2c1=O)c1ccccc1 (centres undefined)
 : /, /, 21%, /, -3%, -23
#3 CCCCN(C)Cc1c(C(=O)N2CCc3ccccc3C2)nc2ccc(Cl)cn12
 : 37%, -1%, -5%, 1%, 45µM*, -14
#4 Cc1n[nH]c(=O)n1-c1ccc(C(C)C)cc1
 : -19%, 5%, -8%, -2%, 5%, -20
#5 O=C(NCC(c1ccco1)S(=O)(=O)c1cccs1)c1ccc(F)cc1 (centres undefined)
 : /, /, 5%, /, 7.1µM*, 0
#6 CC(C)(C)C(=O)CC1(O)C(=O)N(Cc2ccc(Cl)cc2)c2ccccc21 (centres undefined)
 : 12%, 8%, -12%, -3%, -3%, -35
#7 O=S(=O)(Nc1ccc(OC(F)(F)F)cc1)c1ccc(N2CCCCS2(=O)=O)cc1
 : /, /, 2%, /, 5%, -33
#8 Cc1nc2nc(SCC(=O)NC3CCC(C)CC3)nn2c(C)c1Cc1ccccc1 (centres undefined)
 : /, /, 4%, /, -14%, 3
#9 O=C(CSc1nnc2ccccn12)NC(=O)c1cccc([N+](=O)[O-])c1
 : -19%, 5%, /, /, /, -28
#10 Cc1ccc(NCc2ccc(O)c3ncccc23)cc1
 : -23%, 5.6µM*, 7%, ?, ?, -23
#11 O=c1cc(O)n(-c2ccccc2F)c(=S)[nH]1
 : -29%, -1%, ?, -3%, ?, -26
#12 Cc1cc(CNC(=O)CC2C(=O)NCCN2CC(c2ccccc2)c2ccccc2)on1 (centres undefined)
 : 38%, 12%, -6%, -21%, ?, 0
#13 CCOc1ccc2nc(SCC(=O)Nc3ccc4c(c3)OCO4)sc2c1
 : -7%, ?, ?, 2%, -4%, 12
#14 Cc1cc(NC(=O)COC(=O)Cn2[nH]c(=O)c3ccccc3c2=O)c([N+](=O)[O-])cc1C
 : -15%, 17%, /, /, /, -20
#15 O=C(OC(C(=O)Nc1ccc(Cl)c(C(F)(F)F)c1)c1ccccc1)C1=COCCO1 (centres undefined)
 : -55%, -3%, -7%, 2%, 4%, 8

Going on with the list:
Screens in order: AmpC inh no detg, HCV inhibitor, AmpC detergent, Giardia FBPA inh, Sm TGR block, HCMV inh
#16 C/C(=N/Nc1ccc([N+](=O)[O-])cc1)c1c[nH]c2ccccc12
 : -39%, ?, -7%, 6%, -3%, 75
#17 O=C(NN/C(=N/S(=O)(=O)c1ccc(Cl)cc1)c1ccccc1)c1cccc(Cl)c1
 : -18%, 5%, ?, -10%, 3%, 119
#18 Cc1ccc(S(=O)(=O)N2CCN(C(=O)CCC(=O)N3CCc4ccccc43)CC2)cc1
 : -9%, -7%, -12%, 8%, -20%[11.4 µM], -5
#19 Cc1cc(C)nc(NS(=O)(=O)c2ccc(NC(=O)c3cccs3)cc2)n1
 : -19%, 16%, 3%, -2%, -2%, 29
#20 CC(=O)C1=C(O)C(=O)N(CC(=O)O)C1c1ccccc1Cl (centres undefined)
 : -17%, 2%, -6%, -17%, -28%, /
#21 C=CCC[C@@H](Cc1ccc(F)cc1)C(=O)OC[C@@H]1CCCN1C(=O)[C@@H](CC=C)CC(=O)N[C@@H](CO)Cc1ccccc1
 : 211%[activator], ?, /, /, /, 52
#22 Oc1ccccc1-c1nc2cnccn2c1Nc1ccc2c(c1)OCCO2
 : -22%, -19%, 2%, 9%, 5%, 28
#23 O=S(=O)(c1ccc2oc(=S)[nH]c2c1)N1CCOCC1
 : -18%, -1%, 4%, /, 0%, ?
#24 Cc1ccccc1-n1nnnc1-c1ccccc1
 : -17%, -3%, ?, ?, 0%, -35
#25 COc1cc(C2C(C(C)=O)=C(O)C(=O)N2Cc2ccccc2)ccc1O (centres undefined)
 : -9%, 9%, 3%, 1%, -7%, -23
#26 Nc1nc(N)c2nc(-c3ccccc3)c(N)nc2n1
 : -22%, 13%[8.37 µM], -10%, -3%, 4%, ?
#27 Cc1ccc(OCCn2c(=O)sc3ccccc32)cc1
 : -21%, -26%, -14%, -6%, -2%, 46
#28 Cc1csc2nc(COC(=O)c3ccc(F)cc3)cc(=O)n12
 : /, /, 7%, /, 23%, 18
#29 COc1ccc(N2CCN(C(=O)Cc3c(C(=O)O)c(C)cn3C)CC2)cc1
 : /, /, 3%, /, -8%, -7
#30 CC1CCC(NC(=O)CSc2nncn2C)CC1 (centres undefined)
 : -15%, 14%, /, /, /, 2

Following part:
Screens in order: AmpC inh no detg, HCV inhibitor, AmpC detergent, Giardia FBPA inh, Sm TGR block, HCMV inh
#31 CN1C(=O)NC(=O)[C@]2(Cc3ccccc3N3CCN(c4ccccc4)CC32)C1=O (some centres undefined)
 : 5%, -27%, ?, -6%, ?, 20
#32 COc1ccc(C)cc1NS(=O)(=O)c1ccc2c(c1)[C@H]1C=CC[C@H]1[C@@H](c1cccc(Cl)c1)N2
 : /, /, 4%, /, ?, 9
#33 O=C(c1cccc(COc2ccc(Cl)cc2Cl)c1)N1CCN(c2ccccn2)CC1
 : /, ?, 5%, 8%, 10%, 125
#34 CSc1nc(C)c(CCOC(=O)c2ccccc2)c(=O)[nH]1
 : -18%, 19%, -7%, 0%, -19%, 11
#35 COc1ccc(S(=O)(=O)Nc2noc3ccccc23)cc1
 : -7%, -1%, 5%, 12%, 6%, 37
#36 COc1ccc(CCNC(=O)c2cnc3ccccc3n2)cc1
 : -4%, 0%, -2%, -2%, 10%, 11
#37 Cn1c(CNC(=O)C2CCCCC2)cc2ccccc21
 : -14%, 4%, -1%, 10%, -5%, 49
#38 Cc1cc(S(=O)(=O)NCC(C)C)ccc1OCC(=O)NCc1ccccn1
 : /, -5%, -6%, 8%, -1%, -2
#39 O=C(CC(=O)N1CCN(c2ccccn2)CC1)Nc1ccc2nc3n(c(=O)c2c1)CCCCC3
 : 36%, -5%, ?, 2%, -6%, -19
#40 O=C(CN1CCC(NC(=O)c2ccco2)CC1)Nc1ccccc1[N+](=O)[O-]
 : 14%, /, -7%, -4%, -29%, /
#41 COc1ccc(N)cc1-n1c(C)ccc1C
 : -13%, 0.71µM*, -2%, ?, 16µM*, -65*
#42 Cc1cc(NC(=O)CSc2n[nH]c(=O)[nH]c2=O)ccc1Br
 : -25%, -5%, 0%, 3%, 12%, ?
#43 Cc1c(C)c2ccc(OCC(=O)NCCCn3ccnc3)cc2oc1=O
 : -7%, -7%, -17%, -4%, 7%, -23
#44 Cc1ccnc(NC(c2cccnc2)c2ccc3cccnc3c2O)c1 (centres undefined)
 : 2%, 4µM*, 1%, -10%, /, -25
#45 O=C(COc1coc(CN2CCc3ccccc32)cc1=O)Nc1cccc(F)c1
 : -8%, 5%, ?, /, 7%, -32

The list goes on:
Screens in order: AmpC inh no detg, HCV inhibitor, AmpC detergent, Giardia FBPA inh, Sm TGR block, HCMV inh
#46 O=C1/C(=C/c2ccccn2)SC(=S)N1NS(=O)(=O)c1ccccc1
 : -26%, 8%, -15%, 11%, 45µM*, -8
#47 Cc1nc2ccccn2c1C(=O)NCc1ccc2c(c1)OCO2
 : -2%, ?, ?, 2%, -35%, -61*
#48 COc1ccccc1-c1noc(CCCC(=O)Nc2cccc(C(F)(F)F)c2)n1
 : /, /, 1%, /, 0%, -21
#49 CCOc1ccc2c(c1)-c1c(ssc1=S)C(C)(C)N2C(=O)CSC1=NCCS1
 : -31%, ?, -6%, 5%, -7%, ?
#50 COc1ccccc1N1CCN(C(=O)C2CCCN(S(=O)(=O)c3ccc4c(c3)oc(=O)n4C)C2)CC1 (centres undefined)
 : 199%[activator], ?, 1%&-4%, 1%, -3%&0%, -60*!
#51 CCCn1c(CN2CCCCC2C)nc2c1c(=O)n(C)c(=O)n2C (centres undefined)
 : -3%, 14%, -13%, 0%, -3%, 56
#52 CCc1cccc(CC)c1NC(=S)NCCc1c(C)[nH]c2ccc(C)cc12
 : -21%, 22µM*, -9%, -5%, -16%, -93*
#53 Cc1cccc(CSc2nc3[nH]ncc3c(=O)[nH]2)c1
 : 0%, -1%, -12%, 7%, 7%, 70
#54 Nn1c(SCC(=O)NCCN2C(=O)CSC2=O)nnc1-c1ccc(OC(F)F)cc1
 : -2%, -2%, ?, /, 2%, -4
#55 COc1cc(C)c(NC(=S)Nc2ccc(Cl)c(Cl)c2)cc1OC
 : -35%, 1%, -13%, -3%, -17%, ?
#56 CCOc1ccc(S(=O)(=O)N2CCN(C(=O)c3oc4ccc(OC)cc4c3C)CC2)cc1
 : 75%[activator], ?, ?, /, 1%, -11
#57 C=CCNC(=O)NC(=O)COC(=O)CC(NC(N)=O)c1ccc(Cl)cc1 (centres undefined)
 : -19%, 7%, -13%, 0%, -19%, 10
#58 COc1ccccc1CC(=O)Nc1ccc(S(=O)(=O)N2CCN(C)CC2)cc1
 : 2%, /, 0%, /, -15%, 22
#59 O=C1c2ccccc2NC(c2cccc(F)c2)N1Cc1ccco1 (centres undefined)
 : -19%, -7%, 0%, 3%, ?, -28
#60 COC(=O)c1ccccc1NC(=O)c1cccc(COc2ccccc2Cl)c1
 : -21%, ?, -5%, -1%, -10%, 102

The results go on:
Screens in order: AmpC inh no detg, HCV inhibitor, AmpC detergent, Giardia FBPA inh, Sm TGR block, HCMV inh
#61 O=C(Cc1ccc2c(c1)OCCO2)N1CCN(c2ccccc2)CC1
 : -14%[11.4 µM], 13%, ?, -2%, -21%, 99
#62 O=C(CN1CCN(c2ccccc2F)CC1)NC(=O)NC1CCCCC1
 : 24%, 9%, /, /, /, 6
#63 Cc1nn(-c2ccccc2)c(/N=C/c2ccccc2O)c1-c1ccccc1
 : -8%, 3%, -18%, 1%, -10%, 24
#64 COc1ccccc1N(CC(=O)Nc1ccccc1F)S(C)(=O)=O
 : /, /, 15%, /, 12%, 1
#65 Nc1cccc(-n2cccc2)c1
 : -13%, -3%, -7%, -9%, 0%, 97
#66 CCc1ccc(NC(=S)N(CCN2CCOCC2)Cc2ccccc2F)cc1
 : 39%, -19%, 3%, 0%, 2%, ?
#67 O=C(COC(=O)c1ccccc1SCC(=O)N1CCCC1)Nc1ccccc1
 : 2%, -4%, 4%, /, 7%, 14
#68 O=C(O)c1ccc2nc(C(F)(F)F)[nH]c2c1
 : -7%, 6%, -15%, -17%, 10%, 0
#69 O=C(Nc1ccc2c(c1)OCO2)[C@@H]1CCCN1S(=O)(=O)c1cccc2cccnc12
 : -45%, 5%, ?, /, -29%, 4

Bioassay records as filed in PubChem BioAssay.
